MITF inh = inhibitors of human MITF; AlphaScreen MITF homodimerization, bead proximity signal; inhibition, % at 2.6 µM; 650,000 compounds, 0.91% hits; AID 1259374; in the data active = inhibition above about 50%;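 also: 0% = vehicle wells with protein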
Target sequence (O75030 whole entry, looked up): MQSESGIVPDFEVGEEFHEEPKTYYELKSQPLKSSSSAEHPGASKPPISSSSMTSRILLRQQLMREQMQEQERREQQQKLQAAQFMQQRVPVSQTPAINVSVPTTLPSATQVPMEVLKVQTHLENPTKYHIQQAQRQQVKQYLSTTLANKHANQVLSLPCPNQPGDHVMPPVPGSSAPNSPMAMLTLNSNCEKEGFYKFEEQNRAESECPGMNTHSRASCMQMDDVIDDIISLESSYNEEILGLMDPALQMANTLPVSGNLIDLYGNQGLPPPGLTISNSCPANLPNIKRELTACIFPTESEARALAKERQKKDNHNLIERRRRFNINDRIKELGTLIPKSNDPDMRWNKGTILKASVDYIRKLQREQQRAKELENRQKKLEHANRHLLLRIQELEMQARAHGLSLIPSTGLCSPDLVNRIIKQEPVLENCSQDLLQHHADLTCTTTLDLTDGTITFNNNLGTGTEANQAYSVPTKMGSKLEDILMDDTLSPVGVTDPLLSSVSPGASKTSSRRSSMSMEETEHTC
FBW7 act = human FBW7 E3 ligase activation, primary screen; Q969H0; AlphaScreen FBW7–phospho-cyclin E peptide binding, activator screen; normalized activity (activation), % at 26.1 µM; 650,000 compounds, 0.13% hits; in the data active = normalized activity above about 1.9%;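 also: purified mutant Fbw7 with reduced substrate affinity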
TEAD-YAP inh = TEAD-YAP interaction inhibition; 640,000 compounds, 1.4% hits; HEK-TIYL cells, TEAD-Gal4/YAP UAS-luciferase luminescence; AID 1259422; inhibition, % at 9.12 µM; in the data active = inhibition above about 32%;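 also: 0% = median of test compound wells and 100% = reference inhibitor wells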
GPR151 ag = activates the human receptor GPR151. PathHunter beta-arrestin GPR151 cells, luminescence. activation, % at 11.2 µM. Q8TDV0. 650,000 compounds, 1% hits; in the data active = activation above about 4.9%;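 also: 0% = median of compound wells and 100% = cells with positive control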
Target sequence (Q8TDV0 whole entry, looked up): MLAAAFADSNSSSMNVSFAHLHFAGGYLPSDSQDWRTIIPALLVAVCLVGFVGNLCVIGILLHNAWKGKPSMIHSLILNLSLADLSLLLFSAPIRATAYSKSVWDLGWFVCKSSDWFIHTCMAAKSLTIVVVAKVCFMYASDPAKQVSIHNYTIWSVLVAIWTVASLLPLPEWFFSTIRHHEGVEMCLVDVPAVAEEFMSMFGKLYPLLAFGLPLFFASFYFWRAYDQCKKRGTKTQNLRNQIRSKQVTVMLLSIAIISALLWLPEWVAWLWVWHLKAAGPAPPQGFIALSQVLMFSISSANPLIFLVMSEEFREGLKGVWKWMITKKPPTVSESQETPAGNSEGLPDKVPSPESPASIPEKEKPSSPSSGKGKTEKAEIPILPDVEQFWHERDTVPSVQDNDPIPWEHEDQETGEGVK
The depositor's hits bear a star.

A first look:
SMILES	MITF inh	FBW7 act	TEAD-YAP inh	GPR151 ag
O=C(Nc1ccc(N2CCOCC2)cc1)c1cccc(-n2cc3c(n2)CCC(Nc2ccccc2)C3)c1 (stereo not drawn)	7.7	0.1	-1.2	0.4
O=C(NNC(=O)c1cccc(Cl)c1)c1ccc(Br)cc1	6.1	0.9	-13.6	-0.6

Main list, from the start:
SMILES	MITF inh	FBW7 act	TEAD-YAP inh	GPR151 ag
O=C(Nc1ccc(N2CCOCC2)cc1)c1cccc(-n2cc3c(n2)CCC(Nc2ccccc2)C3)c1 (stereo not drawn)	7.7	0.1	-1.2	0.4
O=C(NNC(=O)c1cccc(Cl)c1)c1ccc(Br)cc1	6.1	0.9	-13.6	-0.6
N#Cc1ccc(CSc2nnc(-c3cnccn3)n2-c2ccccc2)cc1	2.1	0.1	-7.7	-1.5
O=C(CCCN1C(=O)/C(=C\c2ccco2)SC1=S)Nc1cccc(O)c1	1.9	-0.1	5.8	0.6
CCCC(c1nnnn1CC1CCCO1)N1CCN(c2cccc(C(F)(F)F)c2)CC1 (stereo not drawn)	7.3	0.0	3.1	0.3
CCOC(=O)C1=C(CSc2nc(C)c(C)c(C)c2C#N)OC(N)=C(C#N)C1c1cccc(F)c1 (stereo not drawn)	-1.4	0.1	0.1	-2.2
CC(NC(=O)C1CC1)C(c1cccs1)N1CCN(c2ccc(F)cc2)CC1 (stereo not drawn)	-7.5	0.0	-3.0	0.9
CC#CCN1C(=O)NC(CCc2ccccc2)(C2CCN(C(=O)CSC)CC2)C1=O (stereo not drawn)	8.8	0.2	6.1	-0.1
Cc1nc(SC2CC(=O)N(c3ccccc3)C2=O)c(C#N)c(C)c1C (stereo not drawn)	12.4	1.2	57.4*	0.8
CCCC(=O)NCC(c1cccs1)S(=O)(=O)c1ccc(F)cc1 (stereo not drawn)	-0.8	-0.2	-4.0	1.4
Cc1ccc(C2/C(=C(\O)c3ccc(F)cc3)C(=O)C(=O)N2c2nncs2)cc1 (stereo not drawn)	1.0	-0.1	-3.5	-0.8
Clc1cc(Cl)c(OCCCN2CCOCC2)c(Cl)c1	28.5	-0.1	-0.8	1.3
Cc1ccccc1C1(c2ccccc2C)CC1C(=O)Nc1cccc(C(F)(F)F)c1 (stereo not drawn)	-8.7	0.1	-1.1	-0.1
COc1cc(Nc2cc(C(=O)NC3CC3)ccn2)cc(OC)c1OC	0.0	-0.3	-9.4	-0.5
COc1ccc(NC(=O)CCCc2ccccc2)cc1OC	0.4	0.0	-80.0	0.8
COc1ccc(S(=O)(=O)N(C)CC(=O)Nc2ccc(F)cc2F)cc1OC	-13.8	0.0	1.4	0.6
CC(C)(C)c1ccc(C(=O)Nc2ccc(O)cc2C(=O)O)cc1	18.2	-0.6	33.7*	-0.7
CC(Nc1ccc(Br)cn1)c1ccc(F)cc1 (stereo not drawn)	6.1	-0.3	10.3	-0.6
COc1cccc(NC(=O)c2ccc(NC(=O)CCCC(=O)O)cc2)c1	-4.0	0.5	2.3	2.1
CN1C(=O)/C(=C\c2ccsc2)SC1=S	6.4	0.6	-2.3	-0.7
COc1ccc(/C=N/NC(=O)c2cccc(NC(C)=O)c2)c(C(=O)O)c1OC	-4.9	0.1	-14.6	-0.1
Cc1cc(=O)n2c(-c3cccc(NC(=O)c4ccccn4)c3)csc2n1	-8.5	-0.1	2.5	0.5
COc1ccc(C(=O)NCCn2cc(SCC(=O)N3CCCCC3)c3ccccc32)cc1	10.9	0.0	-17.1	-0.3
C=CCNc1nc(NC2CCN(C(=O)OCC)CC2)nc(OCC)n1	0.4	-0.1	-8.8	1.9
COc1ccc(CNC(=O)C(OC(C)=O)c2ccccn2)cc1 (stereo not drawn)	3.7	-0.4	-0.9	0.3
O=C(Nc1nc(-c2cc(Cl)sc2Cl)cs1)C1=COCCO1	8.9	0.0	-5.0	-0.3
COc1ccc(C(=O)C2CCCN(S(=O)(=O)c3c(C)noc3C)C2)c(C)c1 (stereo not drawn)	4.0	1.3	-4.8	2.6
CC1(C)CCCC2=C1CC1C(=O)NN(c3ccccc3)C(=O)C1C2 (stereo not drawn)	19.5	-0.1	4.3	0.0
CN1CCN(S(=O)(=O)c2ccc(NC(=O)C3CCCO3)cc2)CC1 (stereo not drawn)	-4.1	-0.2	2.9	0.1
CC(Sc1ncccc1-c1nc2ccccc2[nH]1)C(N)=O (stereo not drawn)	-3.1	-0.2	-6.7	-0.3
COc1cc2c(cc1OC)C(COc1ccccc1OC)N(C(=O)C13CC4CC(CC(C4)C1)C3)CC2 (stereo not drawn)	10.0	0.2	-7.5	-1.5
O=S1(=O)CC(Cl)C(N=Cc2ccncc2)C1 (stereo not drawn)	11.9	0.0	-0.8	-1.2
CCOc1ccc(/C(O)=C2/C(=O)C(=O)N(CCCN3CCOCC3)C2c2cccc(Oc3ccccc3)c2)c(C)c1 (stereo not drawn)	3.8	-0.1	4.8	0.9
Cc1cc(NCC2CCCO2)nc(-c2cccc(OC(F)(F)F)c2)n1 (stereo not drawn)	7.0	0.2	-20.9	-1.6
Oc1ccc(Cl)cc1C1CC(c2ccc3c(c2)OCO3)=NC(c2ccccc2Cl)N1 (stereo not drawn)	11.0	0.0	-22.8	-0.2
CC(=O)c1cccc(Oc2ccc(-c3cnc4ccccc4n3)cc2[N+](=O)[O-])c1	-3.6	-0.1	-8.1	1.5
O=C(OCCO)c1cc(Cl)c(C(=O)OCCO)cc1Cl	14.6	0.9	7.2	-0.9
Cc1ccc(CNC(=O)C(=O)Nc2ccccc2Br)cc1	3.0	-0.2	-7.3	0.1
Cc1nn(-c2ccccc2)cc1/C=N/O	0.2	0.5	-12.1	-0.6
Cc1ccc([N+](=O)[O-])cc1-n1c(=O)c(C#N)cc2c(=O)n3ccccc3nc21	-5.7	0.0	-10.5	-1.4
O=C(NCCOC(=O)c1cc(-c2ccccc2)nc2ccccc12)c1cccnc1	14.4	0.1	16.4	1.4
O=C1C(=O)N(CCCN2CCOCC2)C(c2ccccc2)/C1=C(\O)c1ccccc1 (stereo not drawn)	-4.0	0.1	-0.8	-1.2
CCOC(=O)c1c(NC(=O)C(C)Sc2nnc(CNC(=O)c3cccc(F)c3)n2-c2ccc(OCC)cc2)sc2c1CCC2 (stereo not drawn)	-8.1	0.1	6.9	-0.8
CCOC(=O)C(C(=O)NCc1ccccc1)C1CCCCC1 (stereo not drawn)	-14.2	-0.1	-3.6	5.9*
CC(C)n1c(=O)n(C(=O)c2ccco2)c2cccnc21	11.1	-0.1	7.8	0.5
CC1=NN(c2ccc(Cl)c(C(=O)O)c2)C(=O)/C1=C/c1cc2c(cc1Br)OCO2	21.8	-0.5	8.0	1.5
NC(=O)c1cccc(-c2cnn3ccc(NCc4ccncc4)nc23)c1	-2.2	-0.2	1.2	-0.6
CC1CCN(Cn2cnc3c2c(=O)n(C)c(=O)n3C)CC1	-8.9	-0.1	3.2	0.2
O=C(CCN1CCCCC1)Nc1ccc(Br)cc1	4.1	0.0	2.3	1.1
Cc1cccc(N2C(=O)C(CC(=O)Nc3ccccc3)N(C(C)C)C2=O)c1 (stereo not drawn)	2.5	0.7	11.5	3.2
Cc1nnc(C)c2c(C)n(Cc3ccc4c(c3)OCO4)c(C)c12	1.8	-0.3	-8.1	0.9
CC(C)=CC(=O)N1CCCc2ccccc21	8.2	0.2	-1.4	-0.1
Cc1nc(-c2cccs2)c(CCC(=O)Nc2ccc(N3CCCC3)cc2)s1	8.4	-0.4	-4.8	-0.8
O=C(Nc1ccccc1)/C(=C\c1ccco1)NC(=O)c1ccc(Br)cc1	3.4	0.0	4.3	-1.1
C#CCOc1ccc(C2C3=C(CCCC3=O)NC3=C2C(=O)CCC3)cc1	-2.1	0.0	11.1	-1.4
Cc1ccc(S(=O)(=O)N2CCOCC(=O)NCCOCCNC(=O)COCC2)cc1	-9.4	-0.1	3.9	0.0
CC(Cc1ccc2c(c1)OCO2)CN1CCC2(CCC(CNC(=O)C(C)C)O2)CC1 (stereo not drawn)	3.1	-0.4	-8.8	0.0
Cc1ccc(OCCNC(=O)C(=O)NCc2ccco2)cc1	2.3	-0.1	32.7*	6.5*
COc1ccc(NC(=O)c2cc(-c3ccc(Cl)cc3)on2)cc1	7.1	0.1	3.6	0.7
COc1ccc(C(=O)Nc2ccc(C(=O)O)cc2)cc1Cl	-2.7	0.4	-7.7	-0.8
Other results
SMILES	MITF inh	FBW7 act	TEAD-YAP inh	GPR151 ag
CC1CCN(c2nc3c(c(=O)n(C)c(=O)n3C)n2Cc2cccc(Br)c2)CC1	-2.8	0.0	-14.9	-0.8
CC1=CC2=NC(=O)/C(=C\c3cc(C)n(-c4cc(C)cc(C)c4)c3C)C(=N)N2O1	4.3	0.0	55.0*	0.7
O=C(NCc1cccs1)C1CC12CCN(C(=O)CSc1ccccc1)CC2 (stereo not drawn)	2.5	0.0	-3.9	0.8
O=C1c2ccccc2C(=O)N1CC1c2ccccc2CCN1S(=O)(=O)c1cccs1 (stereo not drawn)	0.0	-0.1	-1.8	-0.2
O/N=C/c1ccc(OCc2ccc(Cl)cc2)cc1	-3.6	-0.1	-46.1	-2.9
COc1ccc(C(=O)N(C(=O)N2CCCCC2)c2cccc(Cl)c2)cc1	-4.0	0.0	4.1	3.1
O=C(NCCN1C(=O)C2C3C=CC(C3)C2C1=O)Nc1ccccc1O (stereo not drawn)	9.3	0.2	-19.5	-0.8
COC(=O)c1cccnc1-n1c(=O)c2cccnc2n(CC(=O)Nc2cccc(C)c2)c1=O	-2.7	0.0	2.6	3.0
CCOc1cc(/C=N/NC(N)=O)ccc1OCc1ccccc1C#N	16.5	0.3	-4.4	0.0
COc1ccccc1C1=NOC(C(=O)Nc2ccc(C#N)cc2)C1 (stereo not drawn)	6.4	-0.2	-7.5	1.1
COC(=O)c1sccc1NC(=O)CSc1nnnn1-c1ccc2c(c1)OCO2	4.1	0.1	0.1	-1.1
COc1cccc(Cn2nnc(C(=O)NCc3ccc(Cl)cc3Cl)c2N)c1	1.7	0.0	-9.6	0.3
CCN(Cc1ccccc1)C(=O)Cn1ncn2cccc2c1=O	-12.6	0.2	-7.5	-1.8
O=C1C(Cl)=C(Cl)C(=O)N1CCOCCN1C(=O)C(Cl)=C(Cl)C1=O	-5.7	-0.1	3.2	1.8
O=C(COC(=O)c1ccc[nH]c1=O)NC1CCCCC1	7.8	0.1	12.4	-0.2
C#CCOCNC(=S)NCC=C	11.7	0.1	3.3	-0.4
CCC1CCCCN1CC(=O)Nc1ccccc1Oc1ccccc1 (stereo not drawn)	-23.5	0.1	2.1	1.0
CC(C)Cn1cc(C(=O)NCc2ccc(F)cc2)c2c3ccccc3n(C)c2c1=O	-14.2	0.2	-5.9	-1.3
CCc1nc(CN2CCOc3ccc(CN4CCC[C@H]4C(=O)OC)cc3C2)c(C)[nH]1	17.9	0.2	2.9	-0.4
O=C(NCC1CCCO1)C1CCN(Cc2cccc3ccccc23)CC1 (stereo not drawn)	43.8	0.1	2.3	-0.2
C=CCn1nnc2sc3c(c2c1=O)CCC(C)C3 (stereo not drawn)	12.7	0.0	-9.5	0.1
CC1(C)CC1C(=O)Nc1ccccc1[N+](=O)[O-] (stereo not drawn)	-19.6	-0.1	-6.8	-0.6
COCc1nc2cccnc2n1C1CCN(Cc2nc3ccccc3n2C)CC1	3.4	0.2	-8.1	0.6
O=C(Cn1nc(-c2ccccc2)ccc1=O)NCCN1CCN(c2ccccc2F)CC1	-0.9	-0.1	-1.1	0.3
CCOc1ccc(/C=C2/N=C(c3ccc(C(C)(C)C)cc3)OC2=O)cc1	-4.2	0.5	8.9	-0.9
COc1ccc(N2C(=O)CN(C(=O)CCc3ccccn3)CC23CCCC3)cc1	-5.3	0.4	0.1	1.3
CC(C)(C)NC(=S)N1CCC(C(=O)c2ccc3c(c2)OCCO3)CC1	-4.5	0.1	2.5	0.1
CCc1ccc(N(C)S(=O)(=O)c2ccc3[nH]cc(C(=O)NCCCOC)c(=O)c3c2)cc1	8.6	0.0	-7.3	2.4
Cc1nn(C)c(C)c1-c1nc(NCc2ccccc2)c2ncn(C3CCCCC3)c2n1	15.9	0.0	-4.9	-1.2
O=C(CSc1nc(=O)n(CC2CCCO2)c2c1CCCC2)Nc1cccc2ccccc12 (stereo not drawn)	-7.0	-0.1	-0.2	-1.6
COc1ccc(-c2cnc(NCc3ccc(Br)cc3)n2C)cc1	37.8	-0.2	-2.9	1.0
COc1ccc(N2C(=O)C3C4c5ccccc5C(c5ccccc54)C3C2=O)cc1 (stereo not drawn)	5.9	-0.2	-12.9	-0.8
COC(=O)c1c(OC(C)C)cc(=O)n2c1CCN(C(=O)C1CC=CCC1)CC2 (stereo not drawn)	-7.2	0.0	-6.6	-1.4
CCOC(=O)CN1C(=O)C(O)(CC(=O)c2cccc(N)c2)c2ccccc21 (stereo not drawn)	-13.1	-0.1	-10.8	-0.6
NS(=O)(=O)c1ccc(S(=O)(=O)N2CCCN(Cc3ccccc3)C2)cc1	-2.4	-0.2	1.5	-0.6
O=C(/C=C/c1cccs1)NCc1cccnc1	5.4	0.2	-6.9	0.8

Complete entries from above.
`COc1ccc(NC(=O)CCCc2ccccc2)cc1OC` as listed: MITF inh = 0.4; FBW7 act = 0.0; TEAD-YAP inh = -80.0; GPR151 ag = 0.8
`COc1ccc(NC(=O)c2cc(-c3ccc(Cl)cc3)on2)cc1` as listed: MITF inh = 7.1; FBW7 act = 0.1; TEAD-YAP inh = 3.6; GPR151 ag = 0.7

Compounds were not picked by outcome; about 3.4% have a hit in one of these screens.
